High-throughput results as filed in PubChem BioAssay.
CHT PAM = allosterically activates the human high affinity choline transporter | actives 0.49% (n = 310,000) | Q9GZV3 | AID 488977 | CHT-expressing cells, membrane potential dye, choline EC20; hits give high values; LV-AA mutant CHT in HEK293 cells | B-score at 10 µM;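 active = initial fluorescence not abnormally high and integrated response B-score, plate-corrected, over 3 SD above library mean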
Target sequence (Q9GZV3 whole entry, looked up): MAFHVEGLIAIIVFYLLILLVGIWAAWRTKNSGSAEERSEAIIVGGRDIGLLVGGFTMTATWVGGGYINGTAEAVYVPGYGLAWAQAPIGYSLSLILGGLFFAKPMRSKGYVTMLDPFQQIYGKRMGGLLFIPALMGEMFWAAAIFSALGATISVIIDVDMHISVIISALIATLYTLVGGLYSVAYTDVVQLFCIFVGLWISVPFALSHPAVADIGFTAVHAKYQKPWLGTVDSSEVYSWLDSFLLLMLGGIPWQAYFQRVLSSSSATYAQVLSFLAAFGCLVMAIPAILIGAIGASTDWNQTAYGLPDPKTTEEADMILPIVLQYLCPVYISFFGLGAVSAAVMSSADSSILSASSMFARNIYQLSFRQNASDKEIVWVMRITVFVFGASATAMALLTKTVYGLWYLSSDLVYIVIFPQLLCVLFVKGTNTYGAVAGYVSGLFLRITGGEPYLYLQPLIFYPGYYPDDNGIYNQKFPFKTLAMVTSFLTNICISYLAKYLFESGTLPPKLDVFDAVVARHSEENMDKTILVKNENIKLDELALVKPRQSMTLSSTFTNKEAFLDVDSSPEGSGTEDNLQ
CHT block = inhibitors of human choline transporter CHT. Q9GZV3. CHT-expressing cells, membrane potential dye, choline response; hits give low values. B-score at 10 µM. actives 0.86% (n = 310,000). AID 488975;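 active = B-score over 3 SD under the library average, and starting fluorescence ratio not unusually high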;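 note: choline stimulus applied at its EC90 after an EC20 pre-addition; B-score computed on integrated fluorescence ratio after choline addition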
The depositor's hits bear a star; i = inactive.

canonical_smiles,CHT PAM,CHT block
O=C(Cn1nc(-c2ccccc2)c2ccccc2c1=O)NCCO,i,i
COc1cccc(N/C(SC)=C(/C#N)C(=O)NCc2cccs2)c1,i,i
CCc1ccc(NC(=O)CCS(=O)(=O)c2ccc(Br)cc2)cc1,i,i
C=CCOc1ccccc1/C=N/n1nnnc1N,i,i
Cc1cccc(COCC(Cc2ccccc2)N2CCN(C(=O)c3cccc(Cl)c3)CCC2=O)c1 (configuration not stated),i,i
CC(=O)c1cc(C)ccc1OC(=O)c1cccc2nc(C)oc12,i,i
Cc1ccc(-n2c(SCC(=O)N3CCOCC3)nnc2-c2ccncc2)cc1C,i,i
Cc1nnc(Nc2ccc(F)cc2)c2ccccc12,i,i
COc1ccc(Cl)cc1C(=O)NNC(=O)C1COc2ccccc2O1 (configuration not stated),i,i
Cc1ccc(CNC(=O)CCC(=O)Nc2nnc(C(C)C)s2)cc1,i,i
CCOC(=O)c1c(C)[nH]c(C)c1S(=O)(=O)N(C)CC(=O)Nc1cc(C)ccc1OC,i,i
Clc1ccc(-c2csc(N3CCc4ccccc4C3)n2)cc1,i,i
N#Cc1nc(-c2ccc(Cl)cc2)oc1NCc1ccco1,i,i
COc1ccc(NC(=O)Nc2ccc(Cc3ccncc3)cc2)c(OC)c1,i,i
Cc1ccc(-n2nnc3c(SCC(=O)NCc4ccco4)ncnc32)cc1,i,i
Cc1cccc(OCC(O)Cn2c(N3CCCCC3)nc3c2c(=O)[nH]c(=O)n3C)c1 (configuration not stated),i,i
O=C(N/N=C/c1cccc([N+](=O)[O-])c1)c1ccccc1-n1cccc1,i,i
CCN(CC)CC(=O)Nc1ccc(-c2ccc(NC(=O)CN(CC)CC)c(OC)c2)cc1OC,i,i
CC(C)CN1C(=O)NC(NC(=O)c2ccco2)(C(F)(F)F)C1=O (configuration not stated),i,i
CNC(=O)NNC(=O)c1nc(-c2ccccc2)c(C)o1,i,i
O=C(NCc1cccnc1)c1ccc2c(c1)N(Cc1ccccc1)CCS2,i,i
O=C1CC(C(=O)Nc2ccc(F)cc2)S/C(=N\N=C\c2ccco2)N1 (configuration not stated),i,i
CC(=O)Nc1ccc(NC(=O)C(C)OC(=O)CSCc2cccc(Cl)c2)cc1 (configuration not stated),i,i
CCSc1nnc(CCNS(=O)(=O)c2ccc(C(C)=O)cc2)n1C,i,i
COC(=O)CC1C(=O)NCCN1C(=O)c1cc([N+](=O)[O-])ccc1Cl (configuration not stated),i,i
COc1cccc(Nc2nc(-c3cccnc3)cs2)c1,i,i
O=C(NCCCN1CCCC1=O)Nc1cc(Cl)ccc1Cl,i,i
Cc1[nH]c2ccccc2c1/C=N/NC(=O)CNC(=O)c1ccc2c(c1)OCCO2,i,i
O=C(NOC(=O)c1ccccc1Cl)c1cccs1,i,i
O=C(O)CC1S/C(=N\N=C2CCCCCCC2)N(c2ccccc2)C1=O (configuration not stated),i,i
CCc1cc(C(=O)Nc2cc(S(=O)(=O)N(CC)CC)ccc2N2CCN(C)CC2)sc1C,i,i
COc1ccc(S(=O)(=O)N2CCCC(C(=O)NC3CCCCC3)C2)cc1 (configuration not stated),i,i
COc1ccc([N+](=O)[O-])cc1NS(=O)(=O)c1cccc(C(=O)O)c1,i,i
CCOC(=O)c1c(C)[nH]c(C)c1S(=O)(=O)NC(C)Cc1ccco1 (configuration not stated),i,i
O=C(CSc1cn[nH]n1)Nc1ccccc1F,i,i
CC(=O)c1cccc(NC(=O)CSc2nc(=O)n(Cc3ccccn3)c3c2CCC3)c1,i,i
CN(CC(=O)O)Cc1nc2ccccc2[nH]1,i,i
CC1C/C(=N\Nc2ccc(S(N)(=O)=O)cc2[N+](=O)[O-])CC(C)(C)C1 (configuration not stated),i,i
CC1COc2ccccc2N1C(=O)c1cccnc1Cl (configuration not stated),i,i
O=C(O)C1CCN(C(=O)c2csc(-c3ccc4c(c3)CCO4)n2)CC1,i,i
COc1ccc(S(=O)(=O)/C(C#N)=C/Nc2ccccc2F)cc1,i,i
O=C(NCCCn1ccnc1)C(=O)NCC(c1ccco1)N1CCN(c2ccccc2)CC1 (configuration not stated),i,i
COn1c(SC(C)C)nc2ccccc2c1=O,i,i
O=C(COc1ccccc1)Nc1ccc(CN2CCCCC2)cc1,i,i
COc1ccc(CCNC(=O)CCOc2ccc(C)cc2)cc1OC,i,i
CC(NS(=O)(=O)c1cccc(Cl)c1)C(=O)N(C)C1CCN(C)CC1 (configuration not stated),i,i
Cc1onc(-c2c(Cl)cccc2Cl)c1NC(=O)NC1CCSC1 (configuration not stated),i,i
Cc1nc(SCc2ccc([N+](=O)[O-])cc2)n[nH]1,i,i
CC(=O)c1ccc(NC(=O)Nc2cccc3ccccc23)cc1,i,i
Cc1ccccc1-n1nnnc1SC1CCOC1=O (configuration not stated),i,i
COCC(C)NC(=O)c1cccc([N+](=O)[O-])c1 (configuration not stated),i,i
CCOC(=O)C1CCN(c2ncnc3c2c(-c2ccccc2)cn3-c2ccccc2)CC1,i,i
O=C(Nc1ccc(NC(=O)c2ccco2)nc1)c1ccccn1,i,i
COCC(C)NC(=O)C(C)Oc1ccccc1 (configuration not stated),i,i
CCC(C)[C@H](NC(=O)N1CC(=O)Nc2ccccc21)C(=O)N[C@H](Cc1c[nH]c2ccccc12)C(=O)O (some centres not stated),i,i
CCCCCNC(=O)Cc1ccc(S(=O)(=O)N2CCOCC2)s1,i,i
CS(=O)(=O)N(CC(=O)Nc1ccc(F)cc1F)C1CCCCC1,i,i
CC(=O)Nc1cccc(CCc2nc3ccccc3[nH]2)c1,i,i
CSCC(NS(=O)(=O)c1ccc(C)cc1)C(=O)O (configuration not stated),i,i
CCNC(=O)c1ccccc1NC(=O)c1cccc(S(=O)(=O)N2CCOCC2)c1,i,i

New compounds follow
canonical_smiles,CHT PAM,CHT block
O=C(Nc1ccc2c(c1)OCO2)c1cnn2cccnc12,i,i
CC(c1nccs1)N(C)C(=O)CCc1nnc(Cc2c[nH]c3ccccc23)o1 (configuration not stated),i,i
O=C1OC(c2ccccc2)c2ccc3ccccc3c21 (configuration not stated),i,i
CC(=O)N1C(O)CC(C)N1c1ccccc1 (configuration not stated),i,i
CCOC(=O)c1cc(NC(=O)OC)c(C)nc1C,i,i
COc1ccc2c(c1)c(C(C)=O)c(C)n2-c1ccccc1OC,i,i
COC(=O)c1cc(S(=O)(=O)Nc2cc(S(=O)(=O)N(C)C)ccc2C)oc1C,i,i
O=C(NCCc1ccccc1)c1nc2nc(-c3cccs3)cc(C(F)(F)F)n2n1,i,i
O=C(Nc1ccccc1)Nc1cnccn1,i,i
CCC1CCCCN1CCCNC(=O)c1c(O)nc2c(C)cccn2c1=O (configuration not stated),i,i
Cc1ccnc(NC(=O)c2ccc(COc3c(F)c(F)cc(F)c3F)o2)c1,i,i
Cc1cccc(Cn2ncc(Cl)c(Cl)c2=O)c1,i,i
Cn1c(CC2C(=O)Nc3ccc(Br)cc32)nc2ccccc2c1=O (configuration not stated),i,i
OC(Cn1ccnc1)c1ccc(Cl)cc1Cl (configuration not stated),i,i
Cc1ccc(SCC(=O)N(C)CC(=O)Nc2cccc(F)c2)cc1,i,i
Cc1ccc(NC(=O)C(=O)NCC2CCCO2)cc1 (configuration not stated),i,i
CCn1cc(C(=O)NCC2CCCO2)c(=O)c2cc(S(=O)(=O)N3CCCCCC3)ccc21 (configuration not stated),i,i
CC1CC(C)(C)NC(=O)O1 (configuration not stated),i,i
CN(C1CCS(=O)(=O)C1)S(=O)(=O)c1cccc2nsnc12 (configuration not stated),i,i
O=C(CSc1nnc(-c2ccco2)o1)c1ccc[nH]1,i,i
CN(C(=O)COC(=O)c1ccc(=O)n(Cc2ccccc2)n1)C1CCS(=O)(=O)C1 (configuration not stated),i,i
CCOC(=O)Nc1ccc(N2CCOCC2)c(S(=O)(=O)N2CCOCC2)c1,i,i
CC(=O)c1ccc2c(c1)OCCOCCOc1ccc(C(C)=O)cc1OCCOCCO2,i,i
Cc1ccc(C)c(/C=N/Nc2ccccn2)c1,i,i
CCOC(=O)N1CCN(C(=O)c2ccc3nc(-c4ccccc4)c(-c4ccccc4)nc3c2)CC1,i,i
CCCn1c(SCC(=O)NNC(=O)c2ccc(C)cc2)nnc1C(C)C,i,i
Cn1c(=O)c2c(-c3ccccc3)n(C3CCCCC3)cc2n(C)c1=O,i,i
O=C(c1cn[nH]c1)c1cc(F)ccc1O,i,i
O=C(NCCc1ccccc1)[C@@H]1CC=C[C@@H]2CCN(Cc3ccccc3)C(=O)[C@@H]21,i,i
Cc1cc(C(=O)Nc2c(C)n(C)n(-c3ccccc3)c2=O)cs1,i,i
COc1ccc(/C=C/c2ccncc2)c2ccccc12,i,i
COc1cccc(/C=N/NC(=O)CNC(=O)c2cccs2)c1O,i,i
O=C(OCC(=O)N1CCCC1)c1cc([N+](=O)[O-])ccc1Cl,i,i
O=C(COC(=O)c1cc[n+]([O-])cc1)Nc1ccccc1Cl,i,i
Cc1ccccc1OCC(=O)Nc1cnn(CCCC(=O)O)c1,i,i
Cc1ccc(C2=[N+]([O-])C3(CCCCC/C3=N\NC(N)=S)N(O)C2(C)C)o1 (configuration not stated),i,i
Cc1nnc(SCC(=O)NC(C)(C)C)n1C1CCCCC1,i,i
Cc1cccc(-n2c(-c3ccc(Br)o3)n[nH]c2=S)c1,i,i
Cc1ccccc1OCC(=O)OCn1nnc2ccccc2c1=O,i,i
CC(=O)Nc1ccc2nc(NC(=O)c3ccco3)sc2c1,i,i
COc1ccccc1CCNC(=O)CCn1c(=O)oc2ccccc21,i,i
CCOc1ccc2nc(COC(=O)c3cccs3)c(C(=O)c3ccccc3)[n+]([O-])c2c1,i,i
O=C(Nc1ccc(Cl)c([N+](=O)[O-])c1)c1ccco1,i,i
CC1CCCCN1Cc1nc2ccccc2c(=O)[nH]1 (configuration not stated),i,i
Cc1cc(C(=O)OCCN2C(=O)c3ccccc3C2=O)c2ccccc2n1,i,i

Reformatted with two lines to a compound: entries from further up.
Values in the order: CHT PAM	CHT block
> O=C(OCC(=O)N1CCCC1)c1cc([N+](=O)[O-])ccc1Cl
    i	i
> O=C(COC(=O)c1cc[n+]([O-])cc1)Nc1ccccc1Cl
    i	i
> Cc1ccccc1OCC(=O)Nc1cnn(CCCC(=O)O)c1
    i	i
> Cc1ccc(C2=[N+]([O-])C3(CCCCC/C3=N\NC(N)=S)N(O)C2(C)C)o1 (configuration not stated)
    i	i
> Cc1nnc(SCC(=O)NC(C)(C)C)n1C1CCCCC1
    i	i

The results go on:
canonical_smiles,CHT PAM,CHT block
CCOc1ccc(CC(=O)NC2CCN(Cc3ccccc3)CC2)cc1,i,i
CCOC(=O)c1c(NC(=O)CN2CCOCC2)sc2c1CC(C)(C)OC2,i,i
COc1ccc(-n2c(C)cc(C(=O)CSc3nnc(-c4ccoc4C)n3C)c2C)cc1,i,-5.07*
COc1cccc(C(C(=O)NC2CCCC2)N(C(=O)c2ccco2)c2ccccc2)c1OC (configuration not stated),i,i
Brc1ccc(-c2nnc3ccc(Nc4ccccc4)nn23)cc1,i,i
CC(=O)OCC1OC(Nc2cccc(C)c2)C(OC(C)=O)C(OC(C)=O)C1OC(C)=O (configuration not stated),i,i
O=C(COC(=O)c1ccc(Br)o1)NCC1CCCO1 (configuration not stated),i,i
CCC1(CC)NC(=O)N(CC(=O)OCC(=O)Nc2ccc(C(F)(F)F)cc2)C1=O,i,i
O=C(CSc1ccc2c(c1)OCCO2)Nc1cccnc1,i,i
CCOC(=O)c1cc(-c2ccc(Cl)cc2)nc2c1c(=O)[nH]c(=O)n2CCOC,i,i
CCCC(C)NC(=O)c1cc(C(=O)OC)cc([N+](=O)[O-])c1 (configuration not stated),i,i
Fc1ccccc1Cn1nnc2c(NCc3ccccn3)ncnc21,i,i
CC(C)(C)NCC(O)COCc1ccc(Cl)cc1 (configuration not stated),i,i
CC(Cc1ccccc1)C(=O)Nc1ccccc1 (configuration not stated),i,i
CC/C(C)=N/Oc1nc(C)cc(C)n1,i,i

Among those listed so far, nine have a nitro group on carbon:
canonical_smiles,CHT PAM,CHT block
O=C(N/N=C/c1cccc([N+](=O)[O-])c1)c1ccccc1-n1cccc1,i,i
COC(=O)CC1C(=O)NCCN1C(=O)c1cc([N+](=O)[O-])ccc1Cl (configuration not stated),i,i
COc1ccc([N+](=O)[O-])cc1NS(=O)(=O)c1cccc(C(=O)O)c1,i,i
CC1C/C(=N\Nc2ccc(S(N)(=O)=O)cc2[N+](=O)[O-])CC(C)(C)C1 (configuration not stated),i,i
Cc1nc(SCc2ccc([N+](=O)[O-])cc2)n[nH]1,i,i
COCC(C)NC(=O)c1cccc([N+](=O)[O-])c1 (configuration not stated),i,i
O=C(OCC(=O)N1CCCC1)c1cc([N+](=O)[O-])ccc1Cl,i,i
O=C(Nc1ccc(Cl)c([N+](=O)[O-])c1)c1ccco1,i,i
CCCC(C)NC(=O)c1cc(C(=O)OC)cc([N+](=O)[O-])c1 (configuration not stated),i,i

New compounds follow.
canonical_smiles,CHT PAM,CHT block
COc1cccc(NC(=O)C(OC(=O)c2cnc(C)cn2)c2ccccc2)c1 (configuration not stated),i,i
COc1cc(NC(=O)CN2C(=O)c3ccccc3S2(=O)=O)c(OC)cc1Cl,i,i
CSc1ccc(CNC(C)(C)CO)cc1,i,i
CCCCn1cc2c(c1-c1cccc(C)c1)c(=O)n(C)c(=O)n2C,i,i
CN1CCN(c2ccc(CNS(=O)(=O)c3ccc(F)cc3Cl)cc2)CC1,i,i
